Source: PubChem
CCR6 antagonist = blocks CCL20-driven beta-arrestin recruitment at human CCR6; P51684; CHO-K1 CCR6 PathHunter beta-arrestin, luminescence, CCL20-stimulated; inhibition, % at 20 µM; hit rate 0.49% among 340,000; AID 493098;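 active = compounds whose inhibition of the agonist-driven luminescence signal at 20 µM reaches about 50%, limit read from the data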;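 note: cells stimulated with CCL20 at 14 nM final; plate controls were DMSO with CCL20 for no effect and DMSO without agonist for full effect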
Target sequence (P51684 whole entry, looked up): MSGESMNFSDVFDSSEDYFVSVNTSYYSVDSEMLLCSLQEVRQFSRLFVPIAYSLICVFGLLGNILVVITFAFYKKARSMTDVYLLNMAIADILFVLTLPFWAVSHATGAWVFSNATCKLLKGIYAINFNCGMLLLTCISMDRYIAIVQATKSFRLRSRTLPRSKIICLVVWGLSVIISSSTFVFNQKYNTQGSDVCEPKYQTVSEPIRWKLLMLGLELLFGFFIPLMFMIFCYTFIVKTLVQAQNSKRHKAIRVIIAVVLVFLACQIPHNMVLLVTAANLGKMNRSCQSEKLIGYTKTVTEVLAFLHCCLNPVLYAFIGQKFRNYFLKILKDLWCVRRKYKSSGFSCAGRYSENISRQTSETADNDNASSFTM
EBI2 block = EBI2 (human) antagonism; EBI2 beta-arrestin recruitment, luminescence, 7a,25-OHC stimulated; inhibition, % at 5 µM; hit rate 0.81% among 360,000; in the data active = inhibition above about 38%;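 note: enzyme fragment complementation signal reports receptor beta-arrestin coupling in cells; 0% = agonist plus DMSO wells and 100% = wells without agonist; some results beyond the cut were filed as inactive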
Gli-Sufu antag = blocks Gli-Sufu signaling in a luciferase reporter; Sufu-KO-LIGHT fibroblasts, Gli luciferase reporter luminescence; inhibition, % at 5 µM; hit rate 0.74% among 340,000; AID 588413;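 active = inhibition above about 55%, limit read from the data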;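 note: 0% = DMSO-treated cells and 100% = wells with medium but no cells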
CXCR6 inh = CXCR6 (human) receptor inhibition. O00574. CHO-K1 PathHunter CXCR6 beta-arrestin, luminescence. inhibition, % at 20 µM. hit rate 0.36% among 360,000; in the data active = inhibition above about 34%, passing the limit was not always enough;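 note: antagonist mode with CXCL16 agonist at 10 nM final; 0% = 10 nM CXCL16 with DMSO and 100% = unstimulated wells without agonist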
A3A deaminase = inhibitors of human APOBEC3A DNA deaminase; P31941; recombinant A3A, FAM/TAMRA ssDNA deamination fluorescence; inhibition, % at 20 µM; hit rate 0.41% among 330,000;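 active = at least 40% inhibition at 20 µM here, with at most 30% in a related deaminase screen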;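 note: plate controls were A3A with DMSO for no effect and wells lacking A3A enzyme for full effect; some results filed as inactive read as strong as hits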
Target sequence (P31941 whole entry, looked up): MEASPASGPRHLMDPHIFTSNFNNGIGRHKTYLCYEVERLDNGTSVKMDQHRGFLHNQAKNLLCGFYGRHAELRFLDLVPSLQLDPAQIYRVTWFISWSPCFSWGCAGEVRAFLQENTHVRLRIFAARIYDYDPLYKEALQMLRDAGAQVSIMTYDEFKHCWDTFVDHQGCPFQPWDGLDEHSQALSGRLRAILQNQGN
APOBEC3G inh = APOBEC3G (human) deaminase inhibition; inhibition, % at 20 µM; AID 493012; hit rate 0.28% among 330,000; recombinant A3G, ssDNA deamination FAM/TAMRA fluorescence;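 active = inhibition of at least 40% at 20 µM, with no more than 30% in the related APOBEC3A deaminase screen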;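 note: plate controls were DMSO wells with A3G for no effect and wells lacking A3G enzyme for full effect; some compounds called inactive have numbers as strong as hits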
Target sequence (Q9HC16 whole entry, looked up): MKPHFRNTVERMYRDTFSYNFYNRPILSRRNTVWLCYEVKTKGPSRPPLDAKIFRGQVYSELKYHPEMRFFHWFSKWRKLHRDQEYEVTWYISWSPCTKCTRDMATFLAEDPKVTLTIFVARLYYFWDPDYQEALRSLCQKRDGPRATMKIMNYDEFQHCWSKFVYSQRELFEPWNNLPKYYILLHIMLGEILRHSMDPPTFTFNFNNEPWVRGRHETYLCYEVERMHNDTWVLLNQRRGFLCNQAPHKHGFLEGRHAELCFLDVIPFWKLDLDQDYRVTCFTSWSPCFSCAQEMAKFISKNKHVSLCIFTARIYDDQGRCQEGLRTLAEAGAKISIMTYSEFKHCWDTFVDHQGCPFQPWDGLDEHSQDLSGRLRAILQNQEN
MPTP inh = blocks calcium-induced mitochondrial swelling | isolated mouse mitochondria, Ca2+ swelling absorbance, 30 min | inhibition, % at 10 µM | hit rate 1.4% among 360,000 | AID 602449;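 active = inhibition of 50% or more, scaled per plate between neutral and stimulator controls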;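 note: 0% = DMSO wells given calcium and 100% = 1 mM EGTA wells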
GRIN3A LBD mod = NR3A (human) ligand-binding domain modulation; AID 1259313; NR3A LBD differential scanning fluorimetry, Tm shift; 0% = protein alone, 100% = glycine-bound protein; hit rate 2.5% among 340,000; Tm shift relative to glycine control, % at 25 µM;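 active = melting temperature shift of at least 10% of the positive control shift, at one fixed dose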
Numbers without * were called inactive; . = no result given.

SMILES,CCR6 antagonist,EBI2 block,Gli-Sufu antag,CXCR6 inh,A3A deaminase,APOBEC3G inh,MPTP inh,GRIN3A LBD mod
CN1CCN(C(=O)C2CCCN(c3ncnc4c3nc3n4CCCCC3)C2)CC1 (centres undefined),5,-6,2,-1,-4,-5,0.5,-5
COc1cccc(NC(=O)COc2cc(C)cc3oc(=O)cc(C)c23)c1,22,8,-1,4,0,-2,0.4,-4
COc1cccc(C(=O)Oc2cc(-c3ccccc3)no2)c1,1,-15,1,1,-8,1,-0.7,0
O=C(COc1nc2ccccc2nc1N1CCOCC1)NCC(F)(F)F,3,-12,-4,2,0,-9,-0.1,2
CCOc1ccc(Nc2nc(NCc3ccco3)nc(N)c2[N+](=O)[O-])cc1,4,6,2,-5,1,-3,2.5,12*
CCOC(=O)c1oc2c(C)c(O)ccc2c(=O)c1-c1nncn1-c1ccccc1,32,-11,-4,12,-1,3,-0.8,2
COc1ccc(/C=N/NC(=O)c2cccc(NC(=O)c3ccccc3)c2)c(C(=O)O)c1OC,-13,-21,-8,29,-1,-8,-0.9,-1
NC(=O)CN1C(=O)C(O)(CC(=O)/C=C\C=C\c2ccccc2)c2ccccc21 (centres undefined),0,6,9,-3,1,4,6.2,0
Cc1oc(-c2cccs2)nc1CN1CCN(CC(C)C)C(CCO)C1 (centres undefined),10,0,-16,0,-3,-9,1.8,-19
CCOC(=O)c1ccccc1NC(=O)CN1CCC(n2nnc3cc(C(F)(F)F)ccc32)CC1,6,23,2,14,4,13,3.1,2
Cc1ccc(C(=O)c2c[nH]cc2-c2ccccc2)cc1,1,2,-6,2,-3,-4,2.5,0
Cc1ccc(OCC(=O)Nc2ccc(-c3nnc(-c4ccco4)o3)cc2)cc1,12,2,12,5,3,-2,1.9,2
Cn1c(=O)n(C)c2cc(NC(=O)c3cc4ccccc4o3)ccc21,-11,-5,3,-8,-1,-1,-0.7,-8
Cc1cc(NC(=O)c2cc(-c3ccccn3)nc3ccc(Br)cc23)no1,11,3,2,1,-1,0,0.6,-1
COc1ccccc1C(CNC(=O)c1ccc(NS(=O)(=O)c2ccc(F)c(C)c2)cc1)N1CCCC1 (centres undefined),12,3,13,-2,-1,1,0.2,-1
Oc1ccccc1Nc1ncnc2c1oc1ccccc12,-8,3,15,8,0,-5,-8.0,1
O=C(COC(=O)COc1ccc(Cl)cc1Cl)NC1CC1,-9,-3,2,-6,-3,-7,-0.2,-2
Cc1c(C(=O)O)sc2nc(SCC(=O)Nc3ccc(S(=O)(=O)NC(C)(C)C)cc3)[nH]c(=O)c12,11,-5,2,0,3,2,-0.8,0
O=S1(=O)N=C(N2CCOCC2)c2ccccc21,6,-3,-1,6,5,5,0.3,2
Cc1ccc(N2CC(C(=O)N3CCC4(CC3)CC(=O)c3ccccc3O4)CC2=O)cc1 (centres undefined),17,29,9,-8,3,19,1.0,-1
CC1CCCCC1NC(=O)c1c(O)nc2ccccn2c1=O (centres undefined),-1,-1,14,6,-1,-2,-1.0,-2
CC1CN(N=Cc2ccc([N+](=O)[O-])o2)C(=N)O1 (centres undefined),0,-11,-11,-10,.,.,-3.9,2
CCC(=O)Nc1nnc(SCC(=O)NC2CCCC2)s1,5,-2,4,-1,-3,-8,1.0,-2
O=C(Nc1ccccc1)c1ccc(OC(=O)c2ccccc2)cc1,6,-3,.,-8,-3,-8,0.3,-2
O=C(Cc1ccccc1)Nc1ccnn1C1CCN(Cc2nccs2)CC1,7,-15,37,3,-4,-7,-2.4,-2
Cc1ccc(CNC(=O)CS(=O)(=O)c2ccccc2)cc1,7,-6,-12,-1,-1,-3,-0.3,0
Cn1cnnc1SCC(=O)Nc1ccc2nc(SCc3ccccc3F)sc2c1,-12,2,-73,-3,-4,-3,1.5,7
CCC(C)CN1CCC(CO)(Cc2ccccc2Cl)CC1 (centres undefined),8,-1,17,5,-6,-9,-1.5,1
CCN1CCN(c2ccc([N+](=O)[O-])c(Sc3nc4ccccc4[nH]3)c2)CC1,14,5,11,16,-1,-10,-0.5,0
COc1ccc(Nc2nc(N)nc(CSC(=S)N3CCOCC3)n2)cc1,-3,-5,-50,-3,-4,-5,-1.1,0

Whole records as entered above.
Entry for `CCC(C)CN1CCC(CO)(Cc2ccccc2Cl)CC1` (centres undefined) = CCR6 antagonist: 8; EBI2 block: -1; Gli-Sufu antag: 17; CXCR6 inh: 5; A3A deaminase: -6; APOBEC3G inh: -9; MPTP inh: -1.5; GRIN3A LBD mod: 1
Entry for `COc1cccc(NC(=O)COc2cc(C)cc3oc(=O)cc(C)c23)c1` = CCR6 antagonist: 22; EBI2 block: 8; Gli-Sufu antag: -1; CXCR6 inh: 4; A3A deaminase: 0; APOBEC3G inh: -2; MPTP inh: 0.4; GRIN3A LBD mod: -4

(listing goes on)
SMILES,CCR6 antagonist,EBI2 block,Gli-Sufu antag,CXCR6 inh,A3A deaminase,APOBEC3G inh,MPTP inh,GRIN3A LBD mod
O=C(Nc1cccc(Cl)c1)c1ccc2c(=O)n3c(nc2c1)CCCCC3,16,2,-80,4,-1,-1,1.5,-8
CC1CCCCC12NC(=O)N(CC(=O)N1CCN(S(=O)(=O)c3cccs3)CC1)C2=O (centres undefined),-1,-2,-4,-20,-5,-12,-1.7,0
Cc1cc(Cl)c2oc(C(=O)N3CCN(C4CCS(=O)(=O)C4)CC3)c(C)c2c1 (centres undefined),-7,19,-6,-1,-4,-4,-0.1,5
O=C(Nc1ccccc1)[C@@H]1CC=C[C@@H]2CCN(C3CCCCC3)C(=O)[C@@H]21,3,4,0,5,-1,-5,0.2,0
O=C1c2ccccc2C(=O)N1CCc1nc2ccccc2c(=O)n1-c1ccccn1,5,3,2,0,-3,-7,-0.2,-1
CON(C)S(=O)(=O)c1cccc(C(=O)N(CC(=O)Nc2ccccc2C(F)(F)F)Cc2ccco2)c1,14,17,7,0,1,-3,-2.4,0
Cc1cc(Br)ccc1OCCNCc1ccccc1,-4,16,8,-4,0,-5,40,0
O=C(CC1SC(N2CCCC2)=NC1=O)Nc1ccc(C(=O)N2CCN(c3cccc(Cl)c3)CC2)cc1 (centres undefined),-5,3,2,-4,-1,-12,-1.6,1
Cc1ccc2[nH]c3nc(NN)nnc3c2c1,16,-9,-6,18,-1,-4,-0.1,-2
CCOc1ccc(S(=O)(=O)Nc2ccc(C(=O)NCCCN3CCOCC3)cc2)cc1,-6,-2,6,-2,-3,-12,0.0,0
Cn1c(Nc2cccc(Cl)c2)nc2ccccc21,-1,-2,-19,1,32,-10,0.3,8
Cc1nonc1OCCNc1ccc([N+](=O)[O-])cc1,20,4,7,16,1,3,1.9,-1
Cc1cc(OCC(=O)N(Cc2ccco2)c2c(N)n(Cc3ccccc3)c(=O)[nH]c2=O)ccc1Cl,15,-7,-14,-4,-3,-5,-2.4,-3
Cc1ccc(NC(=O)c2cc(N3C(=O)C=CC3=O)ccc2N2CCOCC2)cc1Cl,97*,-3,-12,60*,.,.,46,6
Cc1ccc(S(=O)(=O)/C(=C\N(C)C)c2cnc(Cl)s2)cc1,0,-1,-5,-2,-2,-6,-0.2,-1
COc1ccc(S(=O)(=O)NCC(=O)N(CC2CCCO2)C(C(=O)NC2CCCC2)C(C)C)cc1 (centres undefined),-5,-7,1,-6,5,-16,0.0,1
COc1ccccc1C(C)NC(=O)CCC(=O)N1CCN(S(=O)(=O)c2ccc(Cl)cc2)CC1 (centres undefined),5,16,6,-3,.,.,1.0,-1
CC(=O)Nc1ccc(NC(=O)c2ccccc2N(C)S(C)(=O)=O)cc1,1,-4,8,6,-1,-3,-0.6,3
COc1cc(C)ccc1NC(=O)c1ccc(S(=O)(=O)N2CCOCC2)cc1,-11,-1,4,-2,0,0,0.8,-1
O=C1N/C(=N/N=C/c2ccccc2)SC1(c1ccccc1)c1ccccc1,11,14,2,-3,2,-3,3.2,-1
COc1ccccc1N(CC(=O)Nc1ccccc1C(=O)N1CCCC1)S(C)(=O)=O,-3,-7,-5,-3,1,-9,-0.3,-1
Cc1ccc(NC2=CC(=O)C(=O)c3ccccc32)c(C)c1,19,-16,-8,0,-5,-6,4.8,-3
CCC(=O)NC(c1cccs1)c1cc([N+](=O)[O-])c2cccnc2c1O (centres undefined),31,-1,-2,34,3,12,-0.5,-8
O=C(COC(=O)c1c[nH]c2ccccc12)NC1CCCCC1,5,4,-2,5,-3,-6,0.5,0
Cc1oc2c(c1C(=O)NCCCC(=O)O)CCCC2,-1,-4,1,-5,-4,-6,-0.8,-1
CC(Sc1nnc(-c2cccnc2)n1N)C(=O)N1CCOCC1 (centres undefined),3,-2,-3,3,1,-11,-2.7,-1
O=C(c1ccccc1)N1CCN(C(=O)c2ccccc2Br)CC1,1,-7,15,1,-1,-3,0.5,0
CC1(C)C2CCC1(C)C(NCC(O)COc1ccc(C#N)cc1)C2 (centres undefined),-1,9,1,-3,-6,-8,-0.5,-1
O=C(O)c1cn(-c2ccc(F)c(F)c2)c2c(F)c(F)c(F)c(F)c2c1=O,-4,-5,3,4,4,-3,1.8,0
Cc1cccc(NC(=O)CNC(=O)c2cccc(S(=O)(=O)NCc3cccs3)c2)c1C,4,0,10,-4,0,-8,-1.2,1
CCOC(=O)c1ccc(-c2ccc(-c3cc(=O)oc4cc(OC)c(OC)c(OC)c34)cc2)cc1,12,3,-1,8,0,-1,-2.0,1
COc1cc(C2NC(=O)NC(C)=C2C(=O)OC(C)(C)C)ccc1OCC(=O)O (centres undefined),2,-24,4,11,0,-6,0.9,2
CCc1cc(=O)[nH]c(SCC(=O)N2CCC(Cc3ccccc3)CC2)n1,3,1,0,7,-1,-5,0.1,0
COC(=O)c1ccc(NC(=O)CCCCCn2nnc3ccccc3c2=O)cc1,12,9,-9,-6,-5,-11,-0.8,1
COc1ccc(S(=O)(=O)N2CCCCCC2)cc1NC(=O)CN1C(=O)CNC1=O,6,-3,0,-6,15,-4,-1.3,-1
CCOc1ccc(C(=O)NCC(=O)OCCN2C(=O)c3ccccc3C2=O)cc1OCC,11,-3,1,2,-1,-6,-1.8,-2
C[C@]12CCC(=O)CC1CCC1C2CC[C@@]2(C)C1CC[C@@]21CCO1 (some centres undefined),12,7,.,-1,5,7,-0.3,-3
O=C(CSc1nc2c(c(=O)[nH]1)CCC2)Nc1cccc(Cl)c1,1,-10,1,9,4,3,0.0,-1
CCC(C)(C)NC(=O)C(c1cccnc1)N(CCOC)C(=O)Cn1nnc2ccccc21 (centres undefined),3,-15,-18,-6,.,.,-1.7,1
COc1ccc(CC(=O)NCc2nnc(SCC(=O)Nc3ccc(OC)cc3)n2C)cc1,-1,1,-7,-3,0,-1,1.1,3
c1ccc(CNCc2ccco2)cc1,-2,-6,0,-10,-4,-8,0.4,1
Cc1ccc(C(=O)NCCc2n[nH]c(=S)n2C)cc1,0,-11,-5,3,3,20,-0.3,0
CC(/C=C1\SC(=Nc2cccnc2)NC1=O)=C\c1ccccc1,-4,37,-3,-1,0,-9,6.8,-2
COc1ccc2nc3n(c(=O)c2c1)-c1ccc(Cl)cc1C(=O)NC3Cc1ccc(O)cc1 (centres undefined),10,7,30,3,.,.,-1.1,0
COc1ccc(CNC(=O)C(=O)NCC2OCCN2S(=O)(=O)c2ccc(OC)c(OC)c2)cc1 (centres undefined),5,-8,8,-4,1,1,-2.6,1
CC(=O)Oc1cc2c(cc1Cl)C(c1cccs1)CC1(CC(C)(C)NC(=S)N1)O2 (centres undefined),11,1,21,-6,-1,1,-0.3,-3
CC1(C(=O)N2CC3(CC(c4cccc([N+](=O)[O-])c4)=NO3)C[C@H]2C(=O)NCC(N)=O)CC1 (some centres undefined),-4,-9,24,3,-2,-12,-0.2,1
